Lipid droplet = modulators of hepatic lipid droplet formation. AML12 mouse hepatocytes, oleate lipid droplets, BODIPY imaging. inhibition, % at 6.5 µM. actives 0.4% (n = 240,000);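 active = lipid droplet intensity inhibited by at least 50%, with more than 500 cells counted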
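Assay system: AML12 hepatocytes (mouse); Probe or stimulus: oleic acid at 100 µM to induce lipid droplet formation; Dosing: compound at 6.5 µM only; Schedule: compound with oleate, overnight; Detection: fluorescence imaging, 20x objective, two fields per well; Measure: % inhibition of lipid droplet signal.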
MT stabilizer = microtubule stabilization, imaging screen; HeLa tubulin immunostaining HCS, 24 h; share of cells brighter than vehicle mean+2SD; % tubulin-high responders, % at 10 µM; actives 0.83% (n = 200,000);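 active = plate Z-score above 3 for both tubulin-high and condensed-nucleus cell shares, with cell loss under 80%, at 10 µM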;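 note: anti alpha tubulin signal scored within the nucleus-defined area of each cell; some results filed as inactive read as strong as hits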
Dynein transport = blocks dynein driven cargo transport along microtubules; AID 1381; actives 0.47% (n = 220,000); 3617.4 mouse cells, GR-EGFP nuclear translocation imaging; test concentration mostly 20 µM; stimulated with dexamethasone, 1 µM; active compounds read low; z-score, hits read low;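 active = plate z-score of nuclear minus cytoplasmic receptor signal below a set negative limit, without overly bright fluorescence or cell loss, cut at about -3.5 in these data, passing the limit was not always enough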;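 note: z-score of nuclear minus cytoplasmic ring GR-EGFP intensity difference per well; some compounds called inactive have numbers as strong as hits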
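Schedule: 48 h induction, then 1 h compound, then 30 min agonist, 37 °C. Buffer or medium: tetracycline-free induction medium containing charcoal-stripped FBS. Reagent: 1.0 µM final dexamethasone stimulus. Evaluation: nuclear versus cytoplasmic GR-EGFP signal, averaged per well. Signal: high-content fluorescence imaging after fixation.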
Yfh1-off respiration = enhancers of respiration in Yfh1-depleted yeast, dose response, Friedreich's ataxia, plus single-dose screen (AID 1465). S. cerevisiae Yfh1-off respiration, WST-1 reduction, 72 h; higher fold induction means a stronger effect. fold induction at 50 µM; hits with a dose series show EC50 in µM. actives 0.074% (n = 220,000);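 active = fold induction of absorbance versus untreated yeast above a set limit, then at least 30% activation at any dose in follow-up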;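 note: activators that raise dye reduction in frataxin-depleted yeast; strong numbers were not always called active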
Autophagy HCS = modulators of autophagy; MEF GFP-LC3 puncta imaging; test concentration mostly 10 µM; calls only at 10 µM (by protocol); actives 0.98% (n = 190,000); AID 463193;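 active = percentage of spot-positive cells more than 3 SD above its plate mean, without a fluorescence outlier flag or 80% toxicity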;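 note: spot-positive cell cutoff set from DMSO-treated cells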
bCat nuc transl = modulators of beta-catenin nuclear translocation | HeLa beta-catenin nuclear translocation, immunofluorescence imaging | nuclear translocation activity, % at 5 µM | actives 0.3% (n = 190,000);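 active = nuclear translocation activity above 50% at 5 µM, with a well cell count of 50 or more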;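 note: per-cell ratio of nuclear to cytoplasmic median beta-catenin stain intensity; plate controls were DMSO negative control for no effect and GSK-3 inhibitor IX positive control for full effect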
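System: Human HeLa cells, endogenous beta-catenin | Compound dosing: 5 µM primary, 0.02–20 µM confirmation | Timing: 24 h compound exposure at 37°C, 5% CO2 | Measured by: Fluorescence imaging of beta-catenin antibody stain plus DAPI | Read-out basis: % activation of per-cell nuclear versus cytoplasmic median beta-catenin signal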
Insulin prom up = MIN6 insulin promoter up-regulation; MIN6 insulin promoter-GFP reporter, high-content imaging; active compounds read high; actives 0.3% (n = 190,000); z-score at 5 µM;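 active = z-score above 3 at 5 µM with at least 500 cells counted in the well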
WT yeast gro inh = growth inhibition of WT yeast, mitochondrial fusion screen. mitochondrial fusion phenotypic screen, WT strain. actives 2.1% (n = 190,000). inhibition, % at 10 µM; in the data active = inhibition above about 58%; tested in S. cerevisiae
HEK293 NOD2/NF-kB = inhibition of NOD2-driven NF-kB reporter – cell-based, luminescence, uHTS, HEK293 (AID 1566); actives 0.63% (n = 290,000); inhibition, % at 4 µM; hits with a dose series show EC50 in µM; HEK293 NOD2/NF-kB luciferase reporter, luminescence; higher % means a stronger effect; in the data active = inhibition above about 50%; note: many of its hits are not listed in these tables
WT yeast gro inh mutant strain = second read-out of WT yeast gro inh, no call of its own (marks repeat the call); inhibition, %; mitochondrial fusion phenotypic screen, mutant strain inhibition
Dynein transport cytoplasmic EGFP = also measured in Dynein transport; calls as there; z-score; measured here: cytoplasmic GR-EGFP intensity; active compounds read high
Dynein transport nuclear GR-EGFP = also measured in Dynein transport; calls as there; z-score; measured here: nuclear GR-EGFP intensity;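 lower value marks the stronger effect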
Dynein transport cell count = further read-out of Dynein transport, marked with its call; z-score; measured here: cell count per field
Insulin prom up cell count = second read-out of Insulin prom up, no call of its own (marks repeat the call); cell count; measured here: cytotoxicity, nuclei count;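 total cells summed across four imaged fields per well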
Lipid droplet cells 6.5 µM = second read-out of Lipid droplet, no call of its own (marks repeat the call); cell count; measured here: cell count, cytotoxicity flag;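 cells counted across two imaged fields per well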
bCat nuc transl cell count 5 µM = recorded beside bCat nuc transl, whose call it bears; cell count; measured here: cell count, cytotoxicity flag
MT stabilizer Hoechst-high % = recorded beside MT stabilizer, whose call it bears; % Hoechst-high responders; measured here: nuclear condensation Hoechst responders;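 share of cells brighter than vehicle mean plus two SD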
MT stabilizer cytotoxicity % = further read-out of MT stabilizer, marked with its call; toxicity, %; measured here: cytotoxicity by cell density;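 0% = mean cell density of plate MIN control wells and 100% = no cells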
Autophagy HCS cell loss 18 h = recorded beside Autophagy HCS, whose call it bears; toxicity, %; measured here: cell loss, nuclei count;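 cell loss after 18 h compound exposure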
* hit, by the source's call; i = inactive; x = no result given.

Structure	Lipid droplet	Lipid droplet cells 6.5 µM	MT stabilizer	MT stabilizer Hoechst-high %	MT stabilizer cytotoxicity %	Dynein transport	Dynein transport cytoplasmic EGFP	Dynein transport nuclear GR-EGFP	Dynein transport cell count	Yfh1-off respiration	Autophagy HCS	Autophagy HCS cell loss 18 h	bCat nuc transl	bCat nuc transl cell count 5 µM	Insulin prom up	Insulin prom up cell count	WT yeast gro inh	WT yeast gro inh mutant strain	HEK293 NOD2/NF-kB
CCOC(=O)C(NC(=O)NCc1ccccc1OC)(OCC)C(F)(F)F (stereo not drawn)	0.2	621	3.2	3.5	4.0	-1.15	0.0821	-0.826	1.18	i	i	-5.2	-2.1	1087	-0.27	1479	-15.9	-1.0	0.3%
COc1ccc(C(C(=O)NC2CCCC2)N(C(=O)c2ccoc2C)c2ccccc2)cc1 (stereo not drawn)	-17.8	657	4.4	1.9	2.1	-0.674	-0.238	-0.231	0.44	i	i	9.5	0.5	890	-0.27	1212	9.2	-9.0	1.1%
COc1cc2c(cc1OC)C(c1cc([N+](=O)[O-])ccc1O)NCC2 (stereo not drawn)	-16.4	623	2.7	1.9	9.3	-0.622	-0.192	-0.35	0.477	i	i	-14.1	0.1	1511	0.57	1544	-0.9	-15.6	-14.0%
O=S(=O)(NCCCc1ccccc1)c1ccc(Cl)cc1	2.0	636	3.2	2.5	12.8	0.578	-0.245	0.226	-1.11	i	i	7.0	0.2	1111	-0.04	1618	2.0	8.0	-2.2%
COc1cc(/C=C/C(=O)OCC(=O)NC(=O)NC(C)(C)C)ccc1O	-18.6	715	x	x	x	-0.893	-0.768	-0.309	0.458	i	x	x	-0.5	1259	-1.05	1061	x	x	9.4%
Cc1cc(C)n(-c2ccc(Cl)c(C(=O)OCC(=O)N3CCCCC3C)n2)n1 (stereo not drawn)	x	x	x	x	x	x	x	x	x	i	x	x	-7.2	1028	-1.46	1140	x	x	11.9%
CCCNC(=O)C1CC(c2cccc(F)c2)=NO1 (stereo not drawn)	x	x	x	x	x	-0.558	-0.8	-0.214	0.242	i	x	x	-2.1	1183	0.91	750	x	x	1.9%
CCCCNC(=S)N/N=C/c1ccc(OCC(=O)Nc2c(C)cc(C)cc2C)c(OC)c1	-3.8	657	7.3	2.7	0.4	0.291	-0.213	-0.0667	-0.391	i	i	12.7	-0.1	919	-0.03	1274	25.7	7.9	22.1%
O=C(Nc1nsc(-c2ccccc2)n1)c1cccs1	27.8	703	4.3	1.9	1.5	0.504	-0.0406	0.584	0.0537	i	i	-1.0	0.8	1004	0.47	1427	-6.3	-70.8	-127.0%
CCOC(=O)C1=C(C)NC(=O)NC1c1ccccc1Cl (stereo not drawn)	7.1	710	2.9	1.3	3.2	0.869	-0.241	0.914	0.521	i	i	-3.7	x	x	0.17	1216	6.3	6.2	-5.8%
COc1ccc(N2C(=O)C3C(C2=O)C2C=CC3C23CC3)c(OC)c1 (stereo not drawn)	x	x	3.8	1.7	2.3	0.534	0.28	-0.0204	0.166	i	i	-47.0	-7.6	980	0.3	1460	-9.7	-3.1	-8.2%
CSc1cccc(CN2CCN(CCC(C)C)C(CCO)C2)c1 (stereo not drawn)	-1.6	692	5.8	2.2	2.9	-1.5	-0.271	-0.915	1.37	i	i	6.3	-2.3	1037	-0.17	1489	15.1	9.5	-3.9%
CC(C)(C)C(=O)COc1ccccc1[N+](=O)[O-]	13.6	646	2.5	2.3	5.3	-0.652	-0.131	-0.215	0.751	i	i	-39.1	-3.5	1069	-0.02	1573	0.7	-1.2	10.3%
CCCCn1c(-c2ccccc2)nnc1-c1ccccc1	-11.8	657	4.6	2.6	8.6	-0.776	-0.297	-0.291	0.145	i	i	1.7	-6.4	1104	1.1	763	-8.4	-2.4	20.5%
COc1ccc(CNc2ncnc3cc(OC)c(OC)cc23)cc1OC	-8.5	665	1.4	1.9	5.4	-0.373	-0.284	-0.0946	0.736	i	i	-43.3	4.7	994	-0.22	1359	-7.9	-9.4	18.0%
CCOC(=O)c1cnn(-c2cc(Oc3cccc(C)c3)ncn2)c1N	7.3	798	1.6	0.8	4.5	-1.54	-0.26	-0.567	1.52	i	i	-2.4	-2.1	1212	0.09	970	18.8	25.2	8.0%
COc1ccccc1NC(=S)N1CCC(NC(=O)NC23CC4CC(CC(C4)C2)C3)CC1	x	x	2.6	2.1	7.4	-0.0393	-0.227	0.509	0.0391	i	i	15.9	1.6	1296	-0.81	1258	-4.3	-5.0	-32.4%
O=P(CCO)(c1ccccc1)c1ccccc1	-13.3	678	2.8	2.3	7.5	0.621	-0.311	0.728	-0.197	i	i	20.0	0.5	1520	0.89	1503	2.9	4.7	-11.1%
COc1ccc2cc(CN(Cc3ccco3)C(=S)NCC3CCCO3)c(=O)[nH]c2c1 (stereo not drawn)	-11.6	624	x	x	x	0.564	0.067	0.646	0.343	i	i	5.5	-0.5	1534	x	x	-2.5	-4.1	3.0%
Cc1ccc2nc(NS(C)(=O)=O)sc2c1	26.7	687	2.0	2.1	11.2	1.3	-0.272	1.09	-1.37	i	i	-17.3	-2.2	1131	0.86	1351	-5.3	-8.5	-24.4%
O=C(O)CCN1C(=O)c2ccccc2C1=O	0.2	711	3.3	0.4	25.6	1.63	-0.262	1.24	-1.53	i	i	0.0	x	x	-0.13	1159	2.4	-2.9	3.5%
Cc1ccc(S(=O)(=O)N2CCC(=O)N(C(COCc3ccc(Cl)cc3Cl)Cc3ccccc3)CC2)cc1 (stereo not drawn)	-6.3	703	3.3	2.1	7.7	1.1	-0.208	0.814	0.333	i	i	16.8	x	x	-1.51	868	20.3	15.2	-16.5%
C=CCn1c(C)cc(C(=O)CN2NS(=O)(=O)c3ccccc3C2=O)c1C	7.4	635	8.6*	13.8*	33.7*	1.64	-0.232	1.03	-0.94	i	i	47.6	2.1	1057	-2.7	729	1.3	-16.6	-2.4%
C=CCOc1ccc(CNCCO)cc1OCC	-1.0	588	2.3	2.6	8.0	-0.447	0.357	-0.431	0.728	i	i	9.3	-1.3	918	x	x	1.4	-21.7	11.9%
COc1ccc(CCNC(=O)C2CCN(C(=O)c3cccs3)CC2)cc1	-8.7	751	4.5	1.7	7.9	-1.07	0.199	0.171	0.852	i	i	17.2	-2.1	1117	-0.08	1316	7.8	7.3	15.1%
Cc1ccc(CN2CCN(Cc3ccon3)CC2CCO)cc1 (stereo not drawn)	8.1	682	4.7	2.1	6.6	-0.61	-0.19	-0.156	0.639	i	i	10.4	1.5	1113	0.74	1382	3.5	18.1	6.0%
CCOc1ccc(OCc2ccc(C(=O)N3CCCC(C)C3)cc2)cc1 (stereo not drawn)	-3.4	619	1.2	0.9	1.8	-1.1	0.841	-0.362	-3.74	i	i	31.6	0.1	1021	-1.58	1515	44.5	17.8	-53.0%
Cc1nc2cc(C(=O)OCC(=O)NC(C)C(C)C)ccc2n1-c1ccccc1 (stereo not drawn)	-2.1	627	1.5	2.5	9.6	-0.626	-0.271	-0.567	0.559	i	i	-3.6	3.6	435	0.48	1162	0.4	-15.7	5.7%
O=C(COC(=O)CCC1CCCC1)Nc1nc2c(F)c(F)c(F)cc2s1	5.5	624	7.0	1.7	7.2	-0.00155	-0.245	0.109	-0.0604	i	i	-4.8	-0.4	1065	0.74	1496	21.8	11.8	11.6%
Cn1c(-c2ccc(F)cc2)cnc1SCC(=O)NCc1ccco1	x	x	2.2	2.2	17.5	1.9	-0.164	1.24	-1.1	i	i	8.3	0.7	791	0.49	1162	1.9	-3.1	0.3%
CC(NC(=O)C(=O)NN=C1CCC(C(C)(C)C)CC1)c1ccccc1 (stereo not drawn)	9.0	685	2.0	2.7	10.2	-0.349	-0.215	0.552	0.199	i	i	4.9	-0.5	1035	0.02	1516	-1.1	-2.8	-6.5%
Cc1nc2ncnn2c(N2CCN(c3cccc(C(F)(F)F)c3)CC2)c1C	-9.3	698	4.8	1.0	0.2	-0.702	-0.297	-0.504	1.15	i	i	-7.0	0.6	1084	-3.2	584	9.7	-10.6	17.8%
N#C/C(=C/c1cn(-c2ccccc2)nc1-c1cccc(OCc2ccc(F)cc2)c1)C(=O)NCCCn1ccnc1	-0.5	643	6.9	4.4	1.9	0.495	-0.185	0.723	-0.415	i	i	4.2	-0.6	1082	-0.46	640	50.3	4.2	-4.5%
COc1ccc(-c2noc(CSc3nc4ccccc4c(=O)n3-c3ccc(C)cc3)n2)cc1	x	x	2.9	3.7	9.5	2.15	-0.0823	1.24	-0.886	i	i	7.1	x	x	-0.26	753	11.7	-6.6	14.2%
Cc1cc([N+](=O)[O-])ccc1NCc1ccco1	-0.8	723	0.8	1.4	1.1	-0.381	-0.303	0.239	0.384	i	i	-7.7	1.2	915	-0.1	1596	12.8	-4.4	5.6%
CCn1c(SCC(=O)NCC2CCCO2)nc2cc(S(=O)(=O)N3CCCCC3)ccc21 (stereo not drawn)	x	x	4.0	4.4	11.0	1.35	-0.176	1.32	-1.73	i	i	-10.5	-2.5	1011	-0.11	1290	-13.4	-11.6	11.4%

The list is partial; count on the stated rates, not on these rows.
